# FBW7 act: FBW7 E3 ligase activators, primary screen, biochemical, AlphaScreen, human. 650,000 tested, 0.13% active. AlphaScreen FBW7–phospho-cyclin E peptide binding, activator screen. F-box/WD repeat-containing protein 7 (Homo sapiens), Q969H0. normalized activity (activation), % at 26.1 µM; in the data active means normalized activity above about 1.9%;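 further: purified mutant Fbw7 with reduced substrate affinity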
# Target sequence (Q969H0 whole entry, looked up): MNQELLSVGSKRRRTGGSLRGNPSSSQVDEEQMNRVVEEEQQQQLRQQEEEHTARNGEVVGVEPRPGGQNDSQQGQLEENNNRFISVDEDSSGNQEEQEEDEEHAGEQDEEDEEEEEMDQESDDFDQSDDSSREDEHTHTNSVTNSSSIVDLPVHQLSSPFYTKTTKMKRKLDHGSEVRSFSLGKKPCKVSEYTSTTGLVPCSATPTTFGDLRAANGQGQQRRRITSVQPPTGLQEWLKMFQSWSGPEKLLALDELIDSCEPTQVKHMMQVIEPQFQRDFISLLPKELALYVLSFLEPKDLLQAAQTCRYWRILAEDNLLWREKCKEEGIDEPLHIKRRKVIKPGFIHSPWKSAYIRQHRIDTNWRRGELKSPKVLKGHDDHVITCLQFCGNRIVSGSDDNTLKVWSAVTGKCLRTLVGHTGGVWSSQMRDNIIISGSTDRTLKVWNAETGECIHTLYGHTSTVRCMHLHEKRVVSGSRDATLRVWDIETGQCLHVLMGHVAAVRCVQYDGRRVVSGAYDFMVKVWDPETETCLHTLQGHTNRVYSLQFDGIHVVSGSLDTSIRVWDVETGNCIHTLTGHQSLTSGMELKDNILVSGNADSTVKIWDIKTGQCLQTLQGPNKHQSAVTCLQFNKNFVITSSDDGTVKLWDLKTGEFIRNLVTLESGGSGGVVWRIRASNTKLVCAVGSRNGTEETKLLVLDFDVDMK
# GPR151 activ: activators of human GPR151, primary screen, cell-based, PathHunter beta-arrestin, luminescence; G-protein coupled receptor 151 (Homo sapiens), Q8TDV0; PathHunter beta-arrestin GPR151 cells; activation, % at 11.2 µM; 650,000 tested, 1% active; AID 1508602, 2020; in the data active means activation above about 4.9%;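 further: 0% = median of compound wells and 100% = cells with positive control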
# Target sequence (Q8TDV0 whole entry, looked up): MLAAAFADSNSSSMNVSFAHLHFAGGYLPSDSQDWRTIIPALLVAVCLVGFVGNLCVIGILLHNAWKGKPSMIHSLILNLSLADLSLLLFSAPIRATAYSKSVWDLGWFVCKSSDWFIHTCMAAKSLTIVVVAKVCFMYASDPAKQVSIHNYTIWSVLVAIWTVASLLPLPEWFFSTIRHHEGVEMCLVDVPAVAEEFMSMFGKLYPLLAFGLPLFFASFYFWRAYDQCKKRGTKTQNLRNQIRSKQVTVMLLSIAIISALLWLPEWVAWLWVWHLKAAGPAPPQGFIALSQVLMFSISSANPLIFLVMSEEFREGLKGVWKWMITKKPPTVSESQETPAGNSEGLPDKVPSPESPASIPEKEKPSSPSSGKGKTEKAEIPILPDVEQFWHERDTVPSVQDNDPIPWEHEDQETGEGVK
# TEAD-YAP block: TEAD-YAP interaction inhibition, primary screen, TEAD-YAP interaction inhibitor project, luminescence, HEK-TIYL cells; inhibition, % at 9.12 µM; TEAD-Gal4/YAP UAS-luciferase luminescence; 640,000 tested, 1.4% active; in the data active means inhibition above about 32%;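 further: 0% = median of test compound wells and 100% = reference inhibitor wells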
# MITF inh: MITF inhibitors, primary screen, biochemical, AlphaScreen, human. 650,000 tested, 0.91% active. Microphthalmia-associated transcription factor (Homo sapiens), O75030. inhibition, % at 2.6 µM. AlphaScreen MITF homodimerization, bead proximity signal; in the data active means inhibition above about 50%;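 further: 0% = vehicle wells with protein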
# * = called active by the depositor.
SMILES,FBW7 act,GPR151 activ,TEAD-YAP block,MITF inh
O=C1CSC2(N1)C1CC3CC(C1)CC2C3 (stereo not drawn),0.0,0.6,5.9,-6.0
O=C(NCCc1nc(-c2cccnc2)n[nH]1)C1(c2ccc(F)cc2)CCCC1,0.0,-0.4,-4.5,9.9
CC(NC(=O)c1ccccc1Cl)c1n[nH]c(=S)n1C (stereo not drawn),-0.3,-0.7,-2.6,-4.0
CCOC(=O)C1=C(CC)NC2=C(C(=O)CC(C)(C)C2)C1c1cc(OC)ccc1OC (stereo not drawn),-0.1,3.7,11.2,-5.1
CCC1CCCCN1CCCn1c(SCC(=O)NCc2ccccc2Cl)nc2ccccc2c1=O (stereo not drawn),0.2,-1.5,9.9,17.2
Cc1nc2c(c(=O)[nH]1)CCN(C(=O)c1cc(C(C)(C)C)[nH]n1)C2,0.2,0.9,-11.2,7.8
Cc1ccc(Oc2ccc(NC(=O)COc3ccc(Cl)cc3Cl)cc2)nn1,0.0,-0.2,-10.2,2.3
CC1CCC2(C)OC1(C)OC2(C)O (stereo not drawn),-0.1,-0.1,-0.2,-10.5
COc1cccc(-c2nnc(NC(=O)C3COc4ccccc4O3)o2)c1 (stereo not drawn),-0.2,0.0,-4.0,2.1
COc1ccc(-n2c(SC(C(C)=O)C(C)=O)nnc2-c2c[nH]c3ccccc23)cc1,0.1,2.2,-0.9,8.8
CSc1nc2c(c(=O)[nH]c(=O)n2C)n1CCCc1ccccc1,-0.3,0.1,-1.0,-8.6
Nc1ccccc1C(=O)NNc1ncnc2ccccc12,-0.3,0.3,-34.2,37.5
CC(C)C(=O)N1CCN(c2ccc(NC(=O)C(C)(C)C)cc2Cl)CC1,0.3,-0.4,-12.3,18.7
COc1cccc(-c2cccc(NC(=O)C3CCN(Cc4ccc(C)o4)CC3)c2)c1,0.1,-0.7,-10.9,14.7
COc1ccc(OC)c(-n2c(=S)[nH]c3cc(C(=O)N4CCCCC4)ccc3c2=O)c1,0.2,0.1,2.9,15.8
O=C(NCC1CCCO1)c1ccccc1Cl (stereo not drawn),-0.1,-0.3,0.9,-3.6
COC(=O)c1ccccc1NC(=O)COc1ccc2c(C)cc(=O)oc2c1,0.6,0.0,4.3,16.1
CCOc1cccc2c1OC1(C)C(C(=O)N(C)C)C2NC(=S)N1c1cccc(C)c1 (stereo not drawn),-0.3,1.1,-2.1,-5.8
CCN(CC)C(=O)C1CCCN(c2nc3c(NCCO)ncnc3n2C(C)C)C1 (stereo not drawn),0.5,-0.6,-5.2,17.4
O=C(CSc1nc2ncccc2[nH]1)NCCc1ccccc1,0.7,-0.3,-6.8,15.6
Cn1cc([N+](=O)[O-])c(C(=O)NC2CCCCC2)n1,0.2,-1.4,1.3,10.9
COC(=O)Oc1ccc2c(=O)c(Oc3cc(C)cc(C)c3)c(C(F)(F)F)oc2c1,0.2,-0.1,0.9,-7.5
COc1ccc(C(=O)Nc2sc(C)c(C)c2C(c2ccccn2)N2CCOCC2)cc1 (stereo not drawn),0.0,0.9,-14.8,9.5
CCOC(=O)c1c(-c2ccccc2)oc2cc(Br)c(OCc3ccc([N+](=O)[O-])cc3)cc12,-0.1,0.8,-0.6,0.1
Cc1cccc2c(=O)cc(C)n(CC(=O)NCc3ccccc3)c12,0.1,0.3,1.8,18.6
COc1ccc(CN2CCN(S(=O)(=O)c3ccc(F)c(Cl)c3)CC2)c(OC)c1OC,0.0,-0.1,10.4,9.2
COc1ccc(NC(=O)c2ccc(OC)c(S(=O)(=O)Nc3ccc(OC)cc3)c2)cc1,0.0,0.6,8.0,-8.0
O=C(NC(=S)NCc1cccnc1)c1cccc2ccccc12,0.1,0.3,4.4,-2.6
Cc1ccc(N2C(=O)C(=O)/C(=C(/O)c3ccc(Cl)cc3)C2c2cccc(F)c2)cc1Br (stereo not drawn),0.1,1.3,2.4,7.2
CC(=O)NC(N(C)S(=O)(=O)c1ccccc1Cl)C(Cl)(Cl)Cl (stereo not drawn),0.0,-1.7,-8.4,-2.9
CCn1c2ccccc2n2c(=O)n(CC(=O)N3CCCCCC3)nc12,0.3,-0.4,1.7,3.8
O=C(Nc1ccccc1CO)c1ccc(I)cc1,0.0,-3.4,-42.7,13.2
COC(=O)c1sc(-c2ccccc2)cc1NC(=O)c1ccc(S(=O)(=O)N2CCOCC2)cc1,-0.1,-0.3,-0.9,-1.2
COc1cccc(CCNC(=O)C2CC23CCN(CC(C)(C)C)CC3)c1 (stereo not drawn),-0.1,-1.4,-7.6,-6.5
Brc1ccc(Oc2nsnc2N2CCOCC2)cc1,-0.4,0.0,5.6,6.5
CCOC(=O)c1cc(-c2ccc(OC)cc2)nc2onc(C)c12,-0.1,-1.2,-7.7,4.2
CCOC(=O)c1nnn(-c2ccc(C(F)(F)F)cc2[N+](=O)[O-])c1C,0.0,-1.2,-5.3,-11.6
Cn1c(=O)n(CCOc2ccc3ccccc3c2)c2ccccc21,0.3,0.4,-70.6,-1.6
Cc1ccc(NC(=S)NC(=O)c2ccccc2Br)nc1,0.0,-1.7,-59.0,7.3
COc1cc2c(cc1OC)-c1nnc(C(F)(F)C(F)(F)F)n1C(C)(C)C2,0.0,-0.7,2.9,-9.0
O=[N+]([O-])c1cccc(C(O)S(=O)(=O)O)c1 (stereo not drawn),0.1,0.2,-3.5,5.7
O=CN(/C=C1\Sc2ccccc2C1=O)c1cccc2ccccc12,0.5,-2.1,18.3,-1.1
CC1CCCC(C)N1/N=C/c1ccc(N(C)C)cc1 (stereo not drawn),0.1,-2.2,-4.9,-7.8
Cc1nn(C)c(C)c1-c1cccc(C(=O)NC2CCN(Cc3ccccc3)CC2)n1,-0.1,2.9,4.1,19.2
CCOc1cc(C2C(C(=O)OCc3ccc(OC)cc3)=C(C)NC3=C2C(=O)CCC3)cc(Cl)c1O (stereo not drawn),-0.1,-1.2,-2.0,-2.8
O=C(CN1CCN(S(=O)(=O)c2ccc(Br)cc2)CC1)Nc1cc(C(F)(F)F)ccc1Cl,-0.2,0.1,0.3,-9.4
N=C1/C(=C/c2ccc(OC(=O)c3ccccc3F)cc2)C(=O)N=C2SC=CN12,0.0,0.0,-4.0,14.8
CCC(c1nnnn1CCC(C)C)N1CCN(c2ccccc2)CC1 (stereo not drawn),0.2,0.3,0.7,1.7

# Compound profiles (already shown):
# Shown for `CCC(c1nnnn1CCC(C)C)N1CCN(c2ccccc2)CC1` (stereo not drawn) = FBW7 act: 0.2; GPR151 activ: 0.3; TEAD-YAP block: 0.7; MITF inh: 1.7
# Shown for `CCOc1cc(C2C(C(=O)OCc3ccc(OC)cc3)=C(C)NC3=C2C(=O)CCC3)cc(Cl)c1O` (stereo not drawn) = FBW7 act: -0.1; GPR151 activ: -1.2; TEAD-YAP block: -2.0; MITF inh: -2.8

# Later entries.
SMILES,FBW7 act,GPR151 activ,TEAD-YAP block,MITF inh
O=C(N[C@H]1C[C@H]2C(=O)N[C@@H](COCc3ccccc3)C(=O)N2C1)c1cccc(Cl)c1,0.8,-1.0,5.4,10.0
CS(=O)(=O)N(CC(=O)N1CCCC1)c1ccc(OCc2ccccc2)cc1,0.0,-1.8,-1.7,12.9
COc1cccc(CNC(=O)CCC2CCCN(C(=O)CCc3c(C)nn(C)c3C)C2)c1 (stereo not drawn),-0.1,-0.3,-11.5,2.7
COC(=O)C1=C(C)N=C2SCCC(=O)N2C1c1ccc(Cl)cc1 (stereo not drawn),-0.2,-0.7,0.0,-9.0
COc1ccccc1NC(=O)C1C(C)Nc2ncnn2C1c1cccs1 (stereo not drawn),0.0,0.2,-9.3,10.9
CN(C)CCN(C)C(=O)c1cccc(OC2CCN(C(=O)CCn3cccn3)CC2)c1,0.3,0.2,2.7,10.4
CCOc1ccc2[nH]c(=O)c(CN(CCCO)C(=O)c3ccccc3OC)cc2c1,0.0,1.5,-0.2,3.6
Cc1ccc(C)c(C(=O)CC2(O)C(=O)Nc3ccccc32)c1 (stereo not drawn),-0.1,-1.5,3.5,6.0
COc1cc(S(=O)(=O)NC2CCCCC2)ccc1-n1cnnn1,0.1,0.2,-5.8,7.8
NC(=O)/C(=C\c1cccc([N+](=O)[O-])c1)NC(=O)c1ccccc1Cl,0.0,-0.6,8.3,-3.2
O=C(c1ccc2nc3ccccc3c(=O)n2c1)N1CCCCC1,0.2,-1.1,-31.3,4.6
C=CCn1c(=O)/c(=C/c2ccc(OC(F)F)c(OC)c2)s/c1=C(/C#N)C(N)=O,0.0,2.2,1.0,8.5
O=C(CN1C(=O)c2ccccc2C1=O)Nc1ccccc1C(=O)NC1CCCCC1,0.3,-0.5,2.6,-1.5
COc1ccc(C(=O)OCc2cccc([N+](=O)[O-])c2)cc1,-0.4,4.2,1.7,-2.7
Cc1ccc(C(=O)N2CCN3C(=O)[C@@H]4C[C@@H](O)CN4C(=O)[C@H]3C2)cc1F,-0.1,3.5,13.9,12.0
Cc1ccc2nc(C(F)(F)F)c(C(=O)N3CCC4(CC3)OCCO4)n2c1,0.1,1.1,-4.1,-9.2
Cc1ccc(S(=O)(=O)N2CCN(CC(O)c3ccccc3)CC2)cc1 (stereo not drawn),0.6,0.5,4.8,6.6
COc1cccc(NC(=O)Nc2c3ccccc3nc(=O)n2Cc2ccc(F)cc2)c1,0.5,-2.1,11.1,17.3
O=C(CCCc1ccccc1)Nc1ccccc1O,-0.1,-0.2,-63.7,5.4
Cc1oc2ccc(OCc3ccccc3Cl)cc2c1C(=O)O,-0.1,0.5,1.2,0.8
O=C(NCCc1ccccc1)c1cc(=O)[nH]c2ccc(S(=O)(=O)N3CCOCC3)cc12,0.0,0.4,-9.2,-3.1
O=C(CN(C(=O)c1csnn1)c1ccc(F)c(Cl)c1)NC1CCCCC1,0.0,-0.6,-2.6,4.7
COc1ccccc1-n1ncc2c(C)nnc(SCC(=O)Nc3cccc(C)c3C)c21,-0.1,0.7,11.1,14.1
CS(=O)(=O)N(CC(=O)N1CCCCC1)c1cccc(Cl)c1Cl,0.0,-0.1,-0.6,4.0
CSc1cccc(NC(=O)C2C3C=CC4(O3)C2C(=O)N(Cc2ccc(F)cc2)C4C(=O)NC2CCCC(C)C2C)c1 (stereo not drawn),0.1,-1.4,2.9,-21.5
Cc1ccc(C)c(NC(=O)CN(C)S(=O)(=O)c2ccc3c(c2)c(=O)n(C)c(=O)n3C)c1,0.0,0.1,-4.9,-21.4
CC(=O)Nc1ccc(NC(=O)CSCc2ccccc2Cl)cc1,0.1,-0.7,-12.4,0.2
COCCCNC(=O)C(=O)Nc1cccc(OC)c1,0.6,-6.2,-65.0,-14.6
Cc1cccc(OCCCC(=O)Nc2ccc(S(=O)(=O)Nc3nccs3)cc2)c1C,-0.1,-0.9,7.5,24.9
O=C(Cc1ccccc1)Nc1cnn(-c2cccc(C(=O)Nc3cccc(Cn4ccnc4)c3)c2)c1,-0.2,-0.3,0.0,1.4
Cn1nc(-c2ccc(Cl)cc2)c2cc(C(=O)NCCCN3CCCC3)sc21,-0.3,-1.1,9.1,-4.7
O=C(CCCn1cnc([N+](=O)[O-])n1)Nc1cc(Br)ccc1O,0.0,0.2,-8.0,6.6
CCOC(=O)c1c(C)oc2ccc(N(C(=O)c3cccc([N+](=O)[O-])c3)S(=O)(=O)c3ccc(Br)cc3)cc12,-0.1,-0.7,3.4,10.2
Cc1ccc2c(c1)C1C=CCC1C(C(=O)O)N2 (stereo not drawn),-1.7,0.2,-5.6,69.8*
CN(C)c1ccc(C(=S)N2CCCC2)cc1Br,0.0,-0.7,2.5,4.3
CC(=O)Oc1ccc2nc(-c3cccc(C)c3)oc(=O)c2c1,-0.4,-8.5,5.1,5.9

# The final six entries of the section above open the next one.
SMILES,FBW7 act,GPR151 activ,TEAD-YAP block,MITF inh
Cn1nc(-c2ccc(Cl)cc2)c2cc(C(=O)NCCCN3CCCC3)sc21,-0.3,-1.1,9.1,-4.7
O=C(CCCn1cnc([N+](=O)[O-])n1)Nc1cc(Br)ccc1O,0.0,0.2,-8.0,6.6
CCOC(=O)c1c(C)oc2ccc(N(C(=O)c3cccc([N+](=O)[O-])c3)S(=O)(=O)c3ccc(Br)cc3)cc12,-0.1,-0.7,3.4,10.2
Cc1ccc2c(c1)C1C=CCC1C(C(=O)O)N2 (stereo not drawn),-1.7,0.2,-5.6,69.8*
CN(C)c1ccc(C(=S)N2CCCC2)cc1Br,0.0,-0.7,2.5,4.3
CC(=O)Oc1ccc2nc(-c3cccc(C)c3)oc(=O)c2c1,-0.4,-8.5,5.1,5.9
CCCn1c2ccc(Br)cc2c2nc3ccccc3nc21,-0.2,0.0,4.6,-11.1
Cc1ccc(C(C)C)c(OCC(O)CN2CCN(c3ccccc3F)CC2)c1 (stereo not drawn),-0.2,1.2,-4.0,-5.6
O=C1/C(=C2/NCCN2C2CC(=O)N(c3ccccc3)C2=O)CC/C1=C\c1ccccc1 (stereo not drawn),0.0,-1.2,-5.0,3.5
CCC(=O)Nc1ccc(NC(=O)CSc2nnc(C)c(=O)[nH]2)cc1C,0.0,-0.4,5.2,-4.6
CCN1CCN(C/C=C/c2ccccc2[N+](=O)[O-])CC1,0.1,-0.2,9.5,60.1*
Cc1ccccc1OCc1nnc2c3cnn(-c4ccccc4)c3ncn12,0.1,2.1,6.5,17.1
Cc1ccc2c(c1)N(C(=O)CCC(=O)N1CCN(c3cccc(C)c3C)CC1)CCO2,-0.1,0.0,8.5,5.6
Cc1ccc2[nH]c(C)c(CCNS(=O)(=O)c3ccc4c(c3)CCN4S(C)(=O)=O)c2c1,-0.1,0.0,0.7,-13.7
CSc1ccccc1C(=O)NCCC1=CCCCC1,0.3,-0.4,-11.5,11.0
Cc1nc2sccn2c1C(=O)NCCc1ccccc1,0.2,0.4,-41.2,13.1
O=C1C=C/C(=N\S(=O)(=O)c2ccc3ccccc3c2)C=C1Br,-0.1,0.5,-1.6,23.6

# Bioassay records as filed in PubChem.
